TROY NFkB inh = inhibitors of TROY-driven NF-kB signaling, primary screen, Q293 LMP1-TROYcd cells, NF-kB luciferase, uHTS; inhibition, % at 10 µM; Q293 LMP1-TROYcd NF-kB luciferase reporter, 4 h; hit rate 0.98% among 360,000; AID 1347056, 2019;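 active = compounds whose plate-normalised and pattern-corrected inhibition of the luciferase reporter signal at the single screening dose is 50% or more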
TLR9-MyD88 inh = inhibitors of TLR9-MyD88 association in cells, primary screen, cell-based, CHO, BLA complementation, fluorescence. hit rate 0.21% among 340,000. Toll-like receptor 9 (Homo sapiens) + Myeloid differentiation primary response protein …. inhibition, % at 4.98 µM. CCF4 FRET ratio. AID 504734, 2011;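 active = inhibition above the mean over all tested compounds plus 3 SD, cut at about 21% in these data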;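 also: 0% = DMSO only wells and 100% = clavulanate BLA inhibitor control wells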
SRC1 inh = SRC1 coactivator transcriptional activity inhibitors, primary screen, cell-based, luminescence; inhibition, % at 3.6 µM; HEK293 GAL4-SRC1 luciferase reporter; hit rate 0.12% among 360,000;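 active = inhibition above the campaign mean plus 3 SD, with each screening campaign given its own cutoff, cut at about 60% in these data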;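 also: 0% = DMSO treated cells and 100% = gossypol at 36 µM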
NOD2 RIPK2 PPI = NOD2-RIPK2 binding disruptors in cells, primary screen, fluorescence, CHO cells, BLA complementation | Receptor-interacting serine/threonine-protein kinase 2 (Homo sapiens), O43353 | CCF4 ratio | inhibition, % at 4.98 µM | hit rate 0.38% among 360,000 | AID 624267, 2012; in the data active = inhibition above about 21%;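 also: 0% = vehicle only and 100% = reference blocker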
Target sequence (O43353 whole entry, looked up): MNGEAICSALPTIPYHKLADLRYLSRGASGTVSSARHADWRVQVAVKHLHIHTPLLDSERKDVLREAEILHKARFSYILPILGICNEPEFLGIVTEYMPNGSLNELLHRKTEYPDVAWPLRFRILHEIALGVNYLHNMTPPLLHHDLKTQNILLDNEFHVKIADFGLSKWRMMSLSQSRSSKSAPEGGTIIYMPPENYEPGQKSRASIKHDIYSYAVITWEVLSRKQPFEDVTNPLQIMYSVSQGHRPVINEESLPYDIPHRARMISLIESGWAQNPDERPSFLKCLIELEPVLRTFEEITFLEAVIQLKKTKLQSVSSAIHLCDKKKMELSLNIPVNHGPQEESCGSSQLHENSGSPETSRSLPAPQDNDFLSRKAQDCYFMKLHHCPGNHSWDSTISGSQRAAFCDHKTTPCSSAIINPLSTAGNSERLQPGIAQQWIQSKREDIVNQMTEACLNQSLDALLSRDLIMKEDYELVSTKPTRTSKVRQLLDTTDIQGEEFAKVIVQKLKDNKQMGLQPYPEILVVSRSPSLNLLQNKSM
TRAIL sens C8 = viability loss with TRAIL in NB7+C8 cells, primary screen, TRAIL sensitizer project, cell-based, ATPlite luminescence. inhibition (viability loss, TRAIL sensitization), % at 10 µM. hit rate 1% among 360,000. AID 624354, 2012;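 active = compounds causing at least 50% loss of cell viability in the single-dose screen, relative to plate controls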
TWEAK-Fn14 inh = inhibitors of TWEAK-Fn14 signaling, primary screen, luciferase reporter cells, uHTS. hit rate 2% among 360,000. TWEAK-stimulated Fn14 reporter cells, luciferase luminescence, 8 h. inhibition, % at 10 µM; in the data active = inhibition above about 50%
NCOA2 inhibitor = inhibition of GAL4-SRC2 driven luciferase reporter, primary screen, SRC2 inhibitor project, cell-based, luminescence. AID 651957, 2012. inhibition, % at 9 µM. hit rate 0.17% among 370,000. HEK293 GAL4-SRC2 luciferase reporter. Nuclear receptor coactivator 2 (Homo sapiens), Q15596;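 active = inhibition above the mean inhibition of all tested compounds plus 3 SD, set per campaign, cut at about 52% in these data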;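 also: 0% = DMSO treated cells and 100% = cells given Gossypol at 36 µM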
LRH-1 inv ag = LRH-1 (NR5A2) inverse agonists, primary screen, cell-based, luminescence, HEK293T, StAR-luciferase reporter. Nuclear receptor subfamily 5 group A member 2 (Homo sapiens), O00482. LRH-1 transfected, 24 h. inhibition, % at 3.6 µM. hit rate 0.13% among 360,000. AID 602396, 2012;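 active = inhibition above the mean inhibition of all tested compounds plus 3 SD, cut at about 73% in these data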;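 also: 0% = DMSO wells and 100% = reporter-only cells lacking LRH-1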
COUP-TFII inh = NR2F2 transcriptional activity inhibitors, primary screen, cell-based, luciferase reporter, HEK293T, luminescence | COUP transcription factor 2 (Homo sapiens), P24468 | HEK293T NGFI-A luciferase reporter | inhibition, % at 8.6 µM | hit rate 0.7% among 370,000;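 active = inhibition above a per-plate cutoff, mean inhibition of test wells between control levels plus 3 SD, cut at about 38% in these data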;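 also: cells cotransfected with COUP-TFII expression vector driving the NGFI-A reporter; 0% = median of COUP-TF2 test wells and 100% = reporter-only cells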
Target sequence (P24468 whole entry, looked up): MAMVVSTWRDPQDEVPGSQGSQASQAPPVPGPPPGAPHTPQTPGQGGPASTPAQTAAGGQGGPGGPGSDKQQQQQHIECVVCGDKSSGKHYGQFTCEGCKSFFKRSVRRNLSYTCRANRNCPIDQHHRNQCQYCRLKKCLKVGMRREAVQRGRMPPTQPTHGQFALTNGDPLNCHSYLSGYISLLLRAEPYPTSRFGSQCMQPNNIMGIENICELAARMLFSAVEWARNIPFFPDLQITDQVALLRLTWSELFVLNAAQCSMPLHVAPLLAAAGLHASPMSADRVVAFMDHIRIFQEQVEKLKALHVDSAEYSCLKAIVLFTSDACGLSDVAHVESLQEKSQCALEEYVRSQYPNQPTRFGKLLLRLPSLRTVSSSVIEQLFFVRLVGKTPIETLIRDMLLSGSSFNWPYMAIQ
NCOA3 inh = SRC3 coactivator transcriptional activity inhibitors, primary screen, cell-based, luminescence. Nuclear receptor coactivator 3 (Homo sapiens), Q9Y6Q9. HEK293 GAL4-SRC3 luciferase reporter. inhibition, % at 3.6 µM. hit rate 0.17% among 360,000. AID 588352, 2011;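 active = inhibition above a per-campaign cutoff, the mean of all compounds plus 3 SD, cut at about 60% in these data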;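 also: 0% = DMSO-treated cells and 100% = gossypol-treated cells at 36 µM; higher means less SRC3-driven luciferase light from the GAL4 reporter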
EBV LMP1 NFkB = EBV LMP1-driven NF-kappaB luciferase reporter inhibitors, primary screen, cell-based, luminescence, single point; LMP1-induced NF-kappaB luciferase reporter cells; inhibition, % at 12.5 µM; hit rate 0.69% among 350,000; AID 504558, 2011; in the data active = inhibition above about 41%;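 also: 0% = neutral control wells and 100% = reference inhibitor control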
* marks the source's active call; other numbers are inactive results; . = no result given. An excerpt; rates above refer to the full screens.

SMILES | TROY NFkB inh | TLR9-MyD88 inh | SRC1 inh | NOD2 RIPK2 PPI | TRAIL sens C8 | TWEAK-Fn14 inh | NCOA2 inhibitor | LRH-1 inv ag | COUP-TFII inh | NCOA3 inh | EBV LMP1 NFkB
CC/C(=N\NC(=O)Cc1ccc(Br)cc1)c1cccs1 | -6 | 4 | 8 | 1 | -12 | 4 | 13 | -11 | 3 | -12 | -2
O=C(c1cc2ccccc2o1)N1CCN(Cc2ccc3c(c2)OCO3)CC1 | 11 | 9 | 6 | -1 | 12 | 24 | -5 | 5 | 11 | 3 | 0
NC(=O)C1CCN(C(=O)/C(=C/c2ccccc2)NC(=O)c2ccccc2)CC1 | -1 | 7 | -4 | -5 | 10 | -4 | -6 | -10 | 1 | 4 | -5
C#CCOCCOCCOCCNc1nc(N2CCN(C(=O)Cn3cc(CCCCN)nn3)CC2)nc(N2CCN(C(=O)[C@H]([C@@H](C)CC)n3cc(CCCCN)nn3)CC2)n1 | 11 | -3 | -13 | -6 | 9 | -12 | -28 | -2 | 15 | -18 | -7
CCN1C(=O)CC(C(=O)NC)SC1=Nc1cc(Cl)c(O)c(Cl)c1 (stereo unspecified) | 13 | 5 | -20 | -5 | -4 | 1 | -17 | 4 | 3 | 16 | 6
CCC(=O)c1ccc(N2CCN(C(=O)c3ccc(F)cc3)CC2)c(F)c1 | 17 | -5 | -10 | -10 | 0 | -4 | 1 | 1 | 9 | -5 | -7
O=C(Nc1ccccc1Br)c1ccc(N2CCCC2=O)cc1 | -18 | 0 | -66 | 1 | 11 | -12 | -45 | -108 | -45 | -55 | -16
O=C(NCc1cccnc1)C1CCN(C(=O)c2ccc(Cl)cc2Cl)CC1 | 3 | -9 | -4 | -2 | -5 | 2 | -35 | 9 | 12 | 5 | -4
O=C(Nc1ccc(S(=O)(=O)N2CCOCC2)cc1)c1cc([N+](=O)[O-])ccc1Cl | -10 | 2 | 2 | 2 | -8 | -3 | 24 | 13 | 8 | 0 | -19
O=C(N/N=C/c1ccc(F)c(F)c1)c1cc2c(s1)-c1ccccc1CC2 | -7 | -11 | -8 | -12 | 2 | 1 | -14 | -8 | 17 | -1 | -1
Cc1ccc2cc(CN(C(=O)C3CCCO3)C3CCCCC3)c(=O)[nH]c2c1 (stereo unspecified) | 2 | -7 | 5 | -10 | -5 | 0 | 3 | 9 | -4 | 19 | 1
CCNC(=O)CC1SC(=Nc2cccc(Cl)c2C)N(C)C1=O (stereo unspecified) | -6 | -10 | -5 | -2 | -15 | -2 | 0 | 7 | -6 | 5 | 2

The closing two entries of the section above lead into the next:
SMILES | TROY NFkB inh | TLR9-MyD88 inh | SRC1 inh | NOD2 RIPK2 PPI | TRAIL sens C8 | TWEAK-Fn14 inh | NCOA2 inhibitor | LRH-1 inv ag | COUP-TFII inh | NCOA3 inh | EBV LMP1 NFkB
Cc1ccc2cc(CN(C(=O)C3CCCO3)C3CCCCC3)c(=O)[nH]c2c1 (stereo unspecified) | 2 | -7 | 5 | -10 | -5 | 0 | 3 | 9 | -4 | 19 | 1
CCNC(=O)CC1SC(=Nc2cccc(Cl)c2C)N(C)C1=O (stereo unspecified) | -6 | -10 | -5 | -2 | -15 | -2 | 0 | 7 | -6 | 5 | 2
Cc1ccccc1NC(=O)c1cn(-c2ccccc2)nc1-c1ccccc1 | -13 | 5 | 16 | -6 | -4 | 0 | 21 | -7 | -5 | 16 | 2
CCOc1ccc(-n2nnc3c(=O)n(CC(=O)NCc4ccco4)cnc32)cc1 | 2 | -7 | -5 | 2 | 2 | 5 | 9 | 9 | 2 | 7 | -1
CCc1ccc(N2CC(C(=O)Nc3ccccc3F)CC2=O)cc1 (stereo unspecified) | -6 | 0 | 7 | -11 | -7 | -16 | 12 | -12 | 3 | 9 | 0
O=C(Nc1nc(-c2ccccc2)c(-c2ccccc2)s1)c1ccc(S(=O)(=O)N2CCCCC2)cc1 | -9 | 7 | -29 | -4 | 41 | -20 | -29 | -1 | -3 | 8 | -3
CNC(=O)/C(=C\C=C\c1ccccc1)NC(=O)c1ccc([N+](=O)[O-])cc1 | 6 | 1 | -1 | 7 | -6 | 15 | -12 | 17 | 4 | -7 | 1
COc1cc(NC(=O)CCN2CCN(C)CC2)cc(OC)c1 | 0 | -5 | 4 | -4 | 0 | -6 | -14 | -15 | 14 | 16 | 7
COc1ccccc1N(CC(=O)NC1CCCC1)S(=O)(=O)c1ccc(C)cc1 | -3 | -4 | 9 | -8 | -1 | 5 | -25 | -14 | 15 | 0 | -5
CC(C)C(C)NC(=O)Cn1cnc2c(oc3ccccc32)c1=O (stereo unspecified) | -19 | -3 | -12 | -10 | 8 | -17 | -31 | -8 | 4 | -43 | -1
CC(C)(C)C1CCC(=O)N(CCOc2ccccc2)CC1 (stereo unspecified) | -82 | 2 | -43 | 1 | 21 | -2 | -28 | -56 | -14 | -49 | -16
CCCCCCCCN1[C@@H](CC(=O)OC)c2cc(C(F)(F)F)ccc2S1(=O)=O | 6 | -4 | 4 | 7 | 14 | -3 | 3 | 9 | 13 | 17 | -3
Oc1sc(C=Nc2ccccc2)c2ccccc12 | -4 | 14 | -105 | -4 | -5 | -47 | -76 | -28 | 9 | -62 | -70
CCOc1ccc(N(CC(=O)Nc2nccs2)S(=O)(=O)c2c(C)noc2C)cc1 | 10 | -6 | 13 | 12 | 1 | -6 | -62 | 12 | -16 | -7 | 5
Cc1ccsc1CNCc1cc(Cl)ccc1O | -26 | -3 | -14 | -2 | 4 | -9 | -18 | -4 | -19 | -17 | 4
CC(Sc1nnc2ccccn12)C(=O)Nc1ccc(N2CCOCC2)cc1 (stereo unspecified) | 10 | 15 | 2 | -13 | 14 | -3 | -8 | 16 | -7 | 4 | 0
CCOc1ccc(NC(=O)CSC2=NN3CCCC(=O)N=C3S2)cc1 | -27 | 3 | 7 | -1 | -8 | -9 | -4 | 20 | -14 | 8 | -8
CCCCCC(=O)NC(=S)Nc1ccccc1C(=O)OC | -22 | -9 | 3 | -5 | 2 | 4 | 12 | 7 | 11 | -7 | 3
O=C(CN1C(=O)c2ccccc2C1=O)Nc1cccc(O)c1 | -7 | 10 | -24 | 7 | 2 | 4 | 29 | 8 | 5 | -13 | -16
CCC(CC)c1nnc(NC(=O)Oc2ccccc2)s1 | 0 | -3 | 5 | -7 | -7 | -13 | 1 | 22 | 13 | 10 | 1
CCC(=O)N1CCNC(=O)C1CC(=O)Nc1ccc(C)c(Cl)c1 (stereo unspecified) | 14 | 11 | -8 | -5 | -6 | 6 | 14 | -19 | -4 | 1 | -5
COc1ccc(C2/C(=C(/O)c3ccc(C)cc3)C(=O)C(=O)N2CCCN2CCOCC2)cc1 (stereo unspecified) | -21 | -4 | -7 | -6 | 5 | 6 | -4 | 13 | -16 | -1 | -18
O=S(=O)(c1ccc(OC(F)(F)F)cc1)N1CCCC(N2CCOCC2)C1 (stereo unspecified) | 10 | -7 | 1 | -9 | -8 | 4 | 8 | -3 | 7 | 12 | -8
O=C(O)C(NS(=O)(=O)c1ccc(F)cc1)c1ccccc1 (stereo unspecified) | 14 | -1 | 2 | -2 | -15 | 90* | 11 | 9 | 0 | 8 | -15
Cc1cc(C)c(C(=O)/C=C/c2ccc(C(C)C)cc2)c(=O)[nH]1 | 55* | 2 | 36 | -2 | 13 | 93* | 27 | 63 | -2 | 42 | 26
Cc1cc(C)n(-c2ccc(C(=O)Nc3ccccc3N3CCOCC3)cc2)n1 | -8 | 4 | -15 | -4 | 6 | -4 | 4 | 14 | 7 | 0 | -5
O=C(OCCN1CCCCC1)c1ccccc1F | 14 | -5 | -18 | -1 | -15 | -7 | -19 | 11 | -20 | -6 | -2
CNC(=S)NNC(=O)c1cccn(Cc2cccc(C(F)(F)F)c2)c1=O | 13 | -1 | 11 | 10 | 7 | 8 | -65 | -12 | 8 | -10 | -5
Cc1ccc(Cc2c(-c3ccc(C)cc3)nc3c(C)cc(Br)cn23)cc1 | -22 | . | 3 | -7 | 13 | 8 | -24 | 0 | -2 | -3 | .
COc1ccc(OC)c(C2NC(=O)CCC2[N+](=O)[O-])c1 (stereo unspecified) | -8 | 15 | -1 | 4 | -3 | 19 | 6 | 17 | -14 | 27 | 0
O=C(CS(=O)(=O)c1ccccc1)Nc1nnc(Cc2ccccc2)s1 | 9 | -3 | 12 | -1 | -10 | -5 | 9 | 7 | 13 | 7 | -8
CSc1nnc2c3ccccc3c3ccccc3c2n1 | -13 | -6 | -52 | -6 | -2 | -18 | -18 | 13 | 7 | 2 | 6
CC(C)Cc1cc(C(=O)Nc2sc3c(c2C#N)CCCC3)no1 | -6 | -13 | 1 | -9 | 15 | -37 | 4 | 2 | -3 | -40 | -3
C/C(=N\NC(=O)Cc1ccccc1)c1ccc(Cl)s1 | -3 | -11 | 8 | -20 | -9 | 0 | -5 | 21 | 17 | -5 | -3
Cc1ccc(NC(=O)CSCC(=O)Nc2ccc(N3CCOCC3)c(Cl)c2)cc1 | 7 | 2 | -20 | 7 | -4 | -2 | -16 | 0 | 4 | 1 | -5
CCOC(=O)C1CCCN(c2c(NCCN(CC)c3ccccc3)c(=O)c2=O)C1 (stereo unspecified) | 4 | -1 | -1 | 1 | -1 | 3 | -23 | 7 | 2 | 7 | 5
COc1ccc([N+](=O)[O-])c(OC)c1C(=O)NC(=O)Nc1c(C)cccc1C | -3 | 4 | 3 | -7 | -1 | 25 | -13 | -1 | -23 | 13 | 2
Cc1ccc(CN2CCNC(=O)C2CC(=O)N(C)C2CCCCC2)o1 (stereo unspecified) | -14 | -1 | 9 | 1 | -5 | 8 | 14 | -4 | 11 | 13 | 0
Cc1ccccc1NCc1nnc2n1CCCCC2 | -7 | 0 | -25 | 3 | -5 | -3 | 14 | 13 | 9 | 14 | -5
COc1ccc(C2=NOC(C(=O)Nc3cc(C)on3)C2)cc1 (stereo unspecified) | -3 | 9 | 6 | -6 | 10 | 14 | 5 | 3 | 4 | -5 | -2
O=C(NCc1ccc2c(c1)OCO2)c1ccc(NS(=O)(=O)c2ccc3c(c2)OCCO3)cc1 | -9 | -4 | 4 | -3 | -11 | 2 | 22 | 23 | 1 | 1 | 8
Cc1cc(C)c(S(=O)(=O)Nc2ccccn2)c(C)c1 | 13 | -4 | 5 | -18 | 6 | -4 | -13 | 5 | 6 | 15 | -2
